Bioassay records as filed in PubChem.
CXCR6 block – CXCR6 receptor inhibitors, primary screen, cell-based, beta-arrestin, luminescence, CHO-K1 PathHunter, 1536-well. C-X-C chemokine receptor type 6 (Homo sapiens), O00574. inhibition, % at 20 µM. 360,000 compounds, 0.36% hits. AID 602244, 2012; in the data active means inhibition above about 34%, passing the limit was not always enough;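 further: antagonist mode with CXCL16 agonist at 10 nM final; 0% = 10 nM CXCL16 with DMSO and 100% = unstimulated wells without agonist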
Target sequence (O00574 whole entry, looked up): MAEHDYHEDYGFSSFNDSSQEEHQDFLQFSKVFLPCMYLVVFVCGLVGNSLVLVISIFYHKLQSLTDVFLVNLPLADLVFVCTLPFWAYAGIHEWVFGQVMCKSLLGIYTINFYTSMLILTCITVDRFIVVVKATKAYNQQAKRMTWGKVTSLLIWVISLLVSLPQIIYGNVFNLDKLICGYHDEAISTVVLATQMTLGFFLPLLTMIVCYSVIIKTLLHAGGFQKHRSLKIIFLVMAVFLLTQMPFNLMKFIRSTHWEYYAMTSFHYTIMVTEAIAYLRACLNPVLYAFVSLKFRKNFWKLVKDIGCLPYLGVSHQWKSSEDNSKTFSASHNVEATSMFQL
Jurkat NFkB inh – inhibitors of induced NF-kB luciferase reporter, primary screen, TCR NF-kB activation inhibitor project, cell-based, luminescence, uHTS; inhibition, % at 4 µM; 330,000 compounds, 0.53% hits; AID 435003, 2010; Jurkat, PMA/ionomycin-induced NF-kB luciferase reporter; in the data active means inhibition above about 50%
Gli-Sufu block – Gli-Sufu pathway antagonists, primary screen, luciferase luminescence, Sufu-KO-LIGHT cells, uHTS; 340,000 compounds, 0.74% hits; inhibition, % at 5 µM; AID 588413, 2011; Sufu-KO-LIGHT fibroblasts, Gli luciferase reporter luminescence;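 active means inhibition above about 55%, limit read from the data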;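 further: 0% = DMSO-treated cells and 100% = wells with medium but no cells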
CCR6 antagonist – CCR6 receptor antagonists, primary screen, cell-based, CHO-K1, luminescence, beta-arrestin, uHTS | CHO-K1 CCR6 PathHunter beta-arrestin, CCL20-stimulated | C-C chemokine receptor type 6 (Homo sapiens), P51684 | inhibition, % at 20 µM | 340,000 compounds, 0.49% hits;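 active means compounds whose inhibition of the agonist-driven luminescence signal at 20 µM reaches about 50%, limit read from the data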;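 further: cells stimulated with CCL20 at 14 nM final; plate controls were DMSO with CCL20 for no effect and DMSO without agonist for full effect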
Target sequence (P51684 whole entry, looked up): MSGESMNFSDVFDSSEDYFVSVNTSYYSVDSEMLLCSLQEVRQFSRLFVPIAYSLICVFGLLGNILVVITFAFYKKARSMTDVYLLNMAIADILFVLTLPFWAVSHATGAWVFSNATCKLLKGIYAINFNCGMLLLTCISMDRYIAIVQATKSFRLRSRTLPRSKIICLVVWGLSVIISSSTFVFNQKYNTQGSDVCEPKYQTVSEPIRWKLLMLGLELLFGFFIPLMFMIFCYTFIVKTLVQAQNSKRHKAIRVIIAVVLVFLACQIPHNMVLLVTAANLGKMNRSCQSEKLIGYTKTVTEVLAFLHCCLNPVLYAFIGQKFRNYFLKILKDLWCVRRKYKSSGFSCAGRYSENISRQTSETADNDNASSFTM
Mdm2-MdmX inh – inhibitors of human Mdm2-MdmX association, primary screen, cell-based, luminescence, split luciferase, SaOS-2, uHTS; AID 485346, 2010; 330,000 compounds, 3% hits; inhibition, % at 8 µM; SaOS-2 split-luciferase Mdm2/MdmX complementation; Protein Mdm4 (Homo sapiens) + E3 ubiquitin-protein ligase Mdm2 (Homo sapiens), …;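 active means inhibition of at least 50% at 8 µM in the primary screen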
CHOP UPR activ – activators of apoptotic CHOP UPR arm, primary screen, cell-based, CHO-CHOP luciferase reporter, luminescence, uHTS; 330,000 compounds, 0.34% hits; UPR activation; percent of tunicamycin response over DMSO baseline; activation, % at 10 µM; AID 449763, 2010;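 active means at 10 µM dose, activation of 40% or more, normalized to positive control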;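 further: 100% = tunicamycin at 10 µg/mL and 0% = DMSO alone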
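Test system: CHO CHOP reporter cells. Input: 500 CHO-CHOP cells per well. Medium: F12 with 10% FBS. Technique: luciferase luminescence. Measure: percent activation relative to tunicamycin control. Dosing: 10 µM compound, 0.5% DMSO. Timing: 16-18 h cell attachment, then 6 h compound exposure, 37 °C.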
XBP1 UPR activ – activators of adaptive XBP1 UPR arm, primary screen, cell-based, CHO-XBP1 luciferase reporter, luminescence, uHTS; IRE1-XBP1 UPR activation; percent of tunicamycin response, DMSO as zero; activation, % at 20 µM; 330,000 compounds, 0.33% hits;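 active means versus positive control, 20 µM dose yields 30% or more activation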;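 further: 100% = tunicamycin at 10 µg/mL and 0% = DMSO only wells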
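Assay system: IRE1-XBP1 luciferase reporter CHO line. Input: 1000 cells/well. Buffer or medium: F12 with 10% serum. Doses: 20 µM, 1% DMSO. Times: overnight seeding at 37 °C, 6 h compound treatment at 37 °C. Technique: Steady-Glo luciferase glow luminescence, 10 min after reagent addition.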
697 NFkB inh – inhibitors of PMA/ionomycin-induced NF-kB reporter, 697 cells, primary screen, B-cell NF-kB inhibitor project, cell-based, luminescence, uHTS; AID 435022, 2010; 330,000 compounds, 0.33% hits; 697 B-cell NF-kB luciferase reporter, 16 h; inhibition, % at 4 µM; in the data active means inhibition above about 35%
EBI2 block – EBI2 receptor antagonists, beta-arrestin recruitment, primary screen, cell-based, luminescence, 7a,25-OHC stimulation, uHTS. G-protein coupled receptor 183 (Homo sapiens), P32249. 7a,25-OHC stimulated. inhibition, % at 5 µM. 360,000 compounds, 0.81% hits. AID 651636, 2012; in the data active means inhibition above about 38%;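 further: enzyme fragment complementation signal reports receptor beta-arrestin coupling in cells; 0% = agonist plus DMSO wells and 100% = wells without agonist; some results beyond the cut were filed as inactive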
Target sequence (P32249 whole entry, looked up, the tested form may be a part): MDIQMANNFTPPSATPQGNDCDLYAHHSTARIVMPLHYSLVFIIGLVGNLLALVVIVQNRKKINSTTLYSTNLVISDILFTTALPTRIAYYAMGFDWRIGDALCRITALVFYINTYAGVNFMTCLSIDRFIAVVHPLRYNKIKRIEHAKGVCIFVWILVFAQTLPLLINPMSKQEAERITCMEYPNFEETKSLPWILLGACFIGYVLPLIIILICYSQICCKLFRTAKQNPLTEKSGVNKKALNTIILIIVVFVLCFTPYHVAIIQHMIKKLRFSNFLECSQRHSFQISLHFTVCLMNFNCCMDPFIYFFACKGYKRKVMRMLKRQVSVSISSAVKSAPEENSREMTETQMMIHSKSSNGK
An asterisk follows results filed as active; . = not tested or not shown.

SMILES | CXCR6 block | Jurkat NFkB inh | Gli-Sufu block | CCR6 antagonist | Mdm2-MdmX inh | CHOP UPR activ | XBP1 UPR activ | 697 NFkB inh | EBI2 block
Cn1c(=O)oc2cc(S(=O)(=O)NCCN3CCc4ccccc4C3)ccc21 | 6 | 2 | 23 | -10 | -12 | -1.4 | 0 | 8 | -7
COc1ccc2oc(C(=O)NNC(=O)c3ccc(F)cc3)c(C)c2c1 | 0 | -5 | -16 | 8 | -38 | 4.0 | 1 | -8 | -1
CCOc1ccc(S(=O)(=O)NCCC(=O)NCC2COc3ccccc3O2)cc1 (stereo unspecified) | -11 | 6 | -1 | 7 | 11 | 1.0 | -2 | 8 | -6
Cc1ocnc1C(=O)Nc1ccc(Cl)cc1 | -2 | -52 | -61 | -4 | -24 | 0.9 | -1 | -82 | -2
C/C(=N\NC(=O)c1c(Cl)cnn1C)c1ccc(NC(=O)c2ccncc2)cc1 | -8 | 30 | 2 | -14 | 8 | 3.8 | -1 | -26 | -9
Brc1ccc(NCc2cccc3ccccc23)nc1 | -3 | -15 | -7 | 15 | 15 | -1.7 | 5 | -1 | -1
Cc1cc(C(=O)N(C)C)sc1-c1ccccc1 | 3 | -73 | -43 | 8 | -71 | 4.9 | 1 | -45 | -3
Cc1ccccc1CNC(=O)C1CCC(=O)N(Cc2cccc(F)c2)C1 (stereo unspecified) | 10 | -1 | 8 | 16 | 4 | -1.7 | -7 | -26 | 0
COc1cnc(-c2ccccc2)[nH]c1=O | 1 | 5 | -5 | 0 | 23 | -1.7 | 0 | 3 | -5
O=[N+]([O-])c1ccccc1Nc1c2ccccc2nc2ccccc12 | 9 | 28 | -1 | 33 | 27 | -0.9 | 1 | -38 | 5
CC(=O)Nc1ccc(NC(=O)CSc2nc3c([nH]c4ccccc43)c(=O)n2-c2ccccc2F)cc1 | 13 | 14 | 12 | 17 | 35 | 2.1 | -1 | 13 | -6
Cc1c(NC(=O)C(C)Oc2cccc(Cl)c2)c(=O)n(-c2ccccc2)n1C (stereo unspecified) | -5 | 5 | -5 | -5 | -8 | 1.1 | 1 | -1 | 0
C=CCOCCn1[nH]c2ccccc2c1=O | -19 | 9 | -1 | 2 | -11 | 0.2 | 1 | 10 | -16
Cc1ccccc1Nc1nc(-c2sc(NC(=O)c3ccco3)nc2C)cs1 | 4 | 16 | -1 | 8 | 12 | 3.9 | -2 | 12 | -1
Cc1ccc(CNC(=O)c2ccc3c(c2)NC(=O)C(N2CCOCC2)S3)cc1 (stereo unspecified) | 0 | 2 | -13 | -7 | 13 | 3.4 | -3 | 12 | 8
CCn1nnnc1SCC(=O)N1c2ccccc2Sc2ccccc21 | -2 | 2 | -7 | 2 | -13 | 1.2 | -2 | -13 | 2
Cc1ccc(-n2nnnc2SCC#N)cc1 | -2 | 10 | 4 | -5 | -3 | 1.0 | 1 | 4 | -4
O=C(CS(=O)c1cccc(Cl)c1)Nc1ccccc1Cl (stereo unspecified) | 1 | -18 | 2 | 0 | 9 | 1.3 | 2 | -8 | -1
CCn1c(CCCNC(=O)c2ccco2)nc2ccccc21 | -12 | 0 | -6 | 0 | -7 | 4.3 | -7 | 11 | 12
CN(C)c1ccc(C(=O)Nc2ccc(CN3CCS(=O)(=O)CC3)cc2)cc1 | -18 | -7 | -16 | 2 | -18 | 4.4 | 2 | -16 | 5
Nc1nc(SCC(=O)c2ccc([N+](=O)[O-])cc2)n[nH]1 | -18 | 2 | 4 | -5 | 12 | 1.9 | 1 | 13 | -8
O=S(=O)(/N=C(/Nc1ccc(F)cc1F)c1ccccc1)c1ccc(Br)cc1 | . | -4 | . | . | 25 | 5.8 | 2 | -18 | .
O=C(NCCOc1ccc(Cl)cc1)C1CC(=O)N(c2ccc3c(c2)OCCO3)C1 (stereo unspecified) | -1 | -4 | -4 | 22 | -5 | -0.2 | -2 | 0 | 24
COCCCN(Cc1cccs1)S(=O)(=O)c1csc(C(N)=O)c1 | 2 | -1 | 2 | 5 | 8 | 3.7 | -3 | -16 | 6
COc1ccccc1Oc1nc2c(c(=O)n(Cc3ccccc3F)c(=O)n2C)n1C | 18 | -8 | 2 | 33 | -12 | -1.1 | -1 | -12 | 22
CC(=O)c1ccc(-c2nnc(CCC(=O)N(C)Cc3cccc4cnccc34)o2)s1 | -4 | -8 | -2 | 14 | 11 | -0.1 | 0 | -2 | 4
O=C(COC(=O)c1ccc(F)c(S(=O)(=O)N2CCOCC2)c1)NCc1ccc(F)cc1 | 0 | 6 | 6 | 12 | 17 | 0.3 | -1 | 4 | -6
Cc1ccc(CC(=O)N/N=C/c2ccc(OC(=O)c3ccc([N+](=O)[O-])cc3)cc2)cc1 | -7 | -4 | 0 | 12 | -5 | 0.9 | -1 | 11 | -1
CC(=O)N1CCN(C(=O)c2ccc(C(=O)c3ccccc3)cc2)CC1 | -4 | -4 | -24 | 8 | 13 | -1.3 | 1 | 1 | -4
CCOC(=O)CN(C(=O)CCC(=O)Nc1cc(C)on1)C(C(=O)NC1CCCC1)c1cccnc1 (stereo unspecified) | -13 | -16 | 7 | -5 | -11 | -1.3 | 1 | -12 | -7

Overlap with the part before: 4 entries; new compounds follow.
SMILES | CXCR6 block | Jurkat NFkB inh | Gli-Sufu block | CCR6 antagonist | Mdm2-MdmX inh | CHOP UPR activ | XBP1 UPR activ | 697 NFkB inh | EBI2 block
O=C(COC(=O)c1ccc(F)c(S(=O)(=O)N2CCOCC2)c1)NCc1ccc(F)cc1 | 0 | 6 | 6 | 12 | 17 | 0.3 | -1 | 4 | -6
Cc1ccc(CC(=O)N/N=C/c2ccc(OC(=O)c3ccc([N+](=O)[O-])cc3)cc2)cc1 | -7 | -4 | 0 | 12 | -5 | 0.9 | -1 | 11 | -1
CC(=O)N1CCN(C(=O)c2ccc(C(=O)c3ccccc3)cc2)CC1 | -4 | -4 | -24 | 8 | 13 | -1.3 | 1 | 1 | -4
CCOC(=O)CN(C(=O)CCC(=O)Nc1cc(C)on1)C(C(=O)NC1CCCC1)c1cccnc1 (stereo unspecified) | -13 | -16 | 7 | -5 | -11 | -1.3 | 1 | -12 | -7
O=C(NCc1ccccn1)c1ccccc1OCc1ccc(Cl)cc1Cl | 19 | -9 | -13 | 14 | -10 | 9.4 | 0 | -12 | 8
CC1(C)Cc2c(sc(NC(=O)/C=C/C(=O)O)c2C#N)CO1 | 2 | 0 | 6 | 6 | -8 | -0.3 | 0 | 18 | 1
CCOc1ccc(C2CC(=O)NC3=C2C(=O)CCC3)cc1Cl (stereo unspecified) | -1 | 8 | 7 | -10 | 24 | -0.2 | 0 | -14 | -3
CCCCCCN1C(=O)C(O)=C(C(C)=O)C1c1ccccc1[N+](=O)[O-] (stereo unspecified) | 6 | 2 | 0 | 9 | 10 | -0.3 | -1 | -6 | -13
Cc1ccc(N2CC(C(=O)Nc3ccc(S(=O)(=O)Nc4ncccn4)cc3)CC2=O)cc1C (stereo unspecified) | 0 | 11 | 1 | 12 | 7 | 1.4 | -2 | 1 | 7
NC(=O)C1CCN(c2ccc(S(=O)(=O)N3CCC(Cc4ccccc4)CC3)cn2)CC1 | -8 | 37 | 30 | 0 | 17 | 0.5 | -2 | -25 | 0
CC(C)c1ccc(NC(=O)CN2C(=O)c3ccccc3S2(=O)=O)cc1 | -3 | -3 | -19 | -9 | 37 | 0.7 | -7 | -6 | -1
CCOC(=O)c1c(NC(=O)CSc2nnc(-c3cccc(C)c3)n2CC)sc(C(C)=O)c1C | 2 | -21 | 16 | 10 | 36 | -3.2 | -3 | 0 | 22
CCOc1ccc(N(CC(=O)Nc2ccccc2C(=O)NCc2ccco2)S(C)(=O)=O)cc1 | 0 | -20 | 7 | 7 | 14 | -0.5 | -3 | 9 | -4
O=C(O)CN1C(=O)C(=O)N(Cc2ccccc2F)C1=O | 4 | -9 | 2 | -1 | 2 | 0.8 | 1 | -1 | -11
COCCCNCCOc1ccc(C(C)(C)c2ccccc2)cc1 | -5 | -4 | 3 | 1 | 31 | 2.2 | -2 | -24 | -3
COCCn1c(SCCOc2ccccc2)nc2ccccc2c1=O | 6 | -10 | 18 | 24 | 10 | 0.4 | 0 | -15 | 5
CN(C(=O)CN1C(=O)NC2(CCCc3ccccc32)C1=O)C1CCCCC1 (stereo unspecified) | -7 | -6 | 5 | 10 | 1 | 0.6 | 0 | 5 | -1
COc1ccc(NC(=O)C2CCN(S(=O)(=O)c3cccc4nonc34)CC2)c(OC)c1 | 2 | 9 | 8 | 17 | 24 | 1.9 | 1 | 19 | -8
COc1ccc(N(C)C(=O)CCS(=O)(=O)c2cccc3nsnc23)cc1 | 6 | 3 | 3 | -1 | -8 | 2.0 | -1 | -3 | 17
COc1ccc(-c2cc(=O)n(CCC#N)[nH]2)cc1 | -5 | 5 | 7 | -9 | -18 | 0.8 | -1 | 3 | -11
Cc1noc(C)c1COc1cccc(C(=O)NCc2cccc(Cl)c2)c1 | 0 | 5 | -4 | 26 | 20 | 0.3 | -1 | 12 | 1
COc1ccccc1C(=O)NC(=O)CSc1nc2nc(C)cc(C)n2n1 | -7 | 5 | -16 | -16 | 1 | -0.8 | -1 | 12 | 6
O=c1c2ccccc2nc2ccccn12 | 1 | -62 | -17 | 12 | -13 | 2.1 | -1 | 4 | 0
N#C/C(=C/c1ccccc1)C(=O)NCc1ccccc1 | -3 | 19 | -12 | 7 | 15 | 2.9 | 2 | 8 | 7
CCOc1ccc(CCNC(=O)Cn2nc(C)c3c(C)n(-c4ccccc4)nc3c2=O)cc1 | 6 | 11 | -7 | 15 | 21 | 0.7 | -4 | 17 | 13
Cc1cccc(C(=O)OCC(=O)Nc2sc3c(c2C#N)CCC3)c1 | -1 | 11 | -7 | 10 | -10 | -1.3 | 0 | -19 | -9
CCOc1ccc(/C(CCC(=O)O)=N/NC(=S)NC(C)C)cc1 | 9 | -15 | 24 | 2 | -8 | 0.6 | 0 | 1 | 2
O=C(O)CSc1ncn[nH]1 | -3 | -5 | 6 | 3 | 26 | 1.2 | -2 | -3 | -2
COc1ccccc1-c1csc(NC(=O)c2cc(-c3cccs3)nc3ccccc23)n1 | 6 | 14 | -7 | 12 | 14 | 0.1 | -4 | 3 | 0
CC(C)Nc1nc(NC(C)C)nc(N(C#N)CCOc2ccc(Cl)cc2Cl)n1 | -3 | -4 | 2 | 3 | 27 | -0.7 | -3 | -2 | 38
CN(CCOc1ccccc1)S(=O)(=O)c1ccc2oc3ccccc3c2c1 | 1 | 0 | 23 | 12 | 13 | 0.8 | 0 | 0 | 2
Cc1[nH]c2ccc(C(=O)N3CCN(c4ccc(F)cc4)CC3)cc2c1C | 1 | 9 | 5 | -5 | 5 | 0.2 | -2 | -9 | 78*
